Screening results as filed in PubChem BioAssay.
SMARCA2 act = activators of SMARCA2 function; MG213 cells, MMTV-luciferase reporter, dexamethasone, overnight; activation, % at 9.1 µM; 1% of 370,000 active; AID 652017; in the data active = activation above about 7.8%;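 note: 0% = vehicle wells and 100% = reference activator wells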
hgDAF-12 ag = agonists of H. glycines DAF-12 nuclear receptor; HEK293 GAL4-hgDAF12 UAS-luciferase reporter, agonist luminescence; normalized to butyrate control; activation, % at 6.8 µM; 1.8% of 370,000 active;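 active = activation above a cutoff set at the mean of all screened compounds plus 3 SD, cut at about 10% in these data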;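 note: 0% = DMSO wells and 100% = sodium butyrate wells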
sPLA2-III inh = Blocks human group III sPLA2 activity. Q9NZ20. QFRET BODIPY PC-A2 liposome hydrolysis, fluorescence. 0.56% of 370,000 active. inhibition, % at 12.2 µM;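 active = inhibition above mean plus 3 SD of compounds lying within the high and low control bounds, cut at about 19% in these data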;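 note: 0% = median of test compound wells and 100% = no enzyme DMSO wells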
Target sequence (Q9NZ20 whole entry, looked up): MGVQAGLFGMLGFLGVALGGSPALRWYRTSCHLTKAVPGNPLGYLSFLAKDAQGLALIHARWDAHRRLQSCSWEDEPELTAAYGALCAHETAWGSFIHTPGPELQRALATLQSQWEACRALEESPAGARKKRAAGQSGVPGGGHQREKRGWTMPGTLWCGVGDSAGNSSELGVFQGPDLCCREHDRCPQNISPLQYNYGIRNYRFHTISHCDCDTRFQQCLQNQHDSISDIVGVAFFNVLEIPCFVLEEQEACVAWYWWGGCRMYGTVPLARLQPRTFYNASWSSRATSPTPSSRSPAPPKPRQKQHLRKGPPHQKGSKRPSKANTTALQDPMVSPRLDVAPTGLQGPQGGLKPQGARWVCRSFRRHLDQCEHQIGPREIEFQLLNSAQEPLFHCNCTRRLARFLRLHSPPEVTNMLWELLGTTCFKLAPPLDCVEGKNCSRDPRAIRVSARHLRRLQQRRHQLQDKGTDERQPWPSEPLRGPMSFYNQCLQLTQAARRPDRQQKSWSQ
DAX1 inh-1 = DAX1 (NR0B1) inhibition, primary screen; inhibition, % at 6.8 µM; HEK293T StAR-luciferase reporter, SF-1/DAX-1 repression relief; AID 652010; 1.1% of 370,000 active;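 active = inhibition above the mean over all tested compounds plus 3 SD, cut at about 3.6% in these data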;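 note: 0% = DAX-1 cells with DMSO and 100% = cells lacking DAX-1 with DMSO; higher inhibition means more luminescence from relief of DAX-1 repression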
NPR2 activator = GC-B (human) receptor activation. P20594. HEK293-GC-B cells, CNP EC30, cGMP TR-FRET; 0% at EC30 CNP, 100% saturating CNP. activation, % at 10 µM. 0.11% of 370,000 active. AID 1920062;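 active = activation at 10 µM reaching about 35% in either raw or pattern-adjusted values, limit read from the data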
GAA850 FXN act = increases GAA850 frataxin promoter reporter activity. HEK293 lucGAA850 FXN promoter luciferase reporter, 24 h; percent of 10 µM SAHA response. 0.56% of 360,000 active. AID 540364. activation, % at 6 µM;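 active = activation above the average of all compounds screened plus 3 SD, cutoff fixed separately per campaign, cut at about 7.5% in these data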;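 note: 0% = DMSO wells and 100% = 10 µM SAHA wells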
GC-A act = GC-A (human) enzyme activation; HEK293 GC-A cells, cGMP TR-FRET, EC30 ANP; 0% at EC30 ANP, 100% saturating ANP; activation, % at 10 µM; P16066; AID 1671463; 0.14% of 370,000 active; in the data active = activation above about 40%
ssDAF12 agonist = activates DAF-12 receptor from parasite S. stercoralis | HEK293 ssDAF-12/GRIP1 lit1-tk-luc reporter, luminescence; % of 3 µM dafachronic acid response | activation, % at 6.8 µM | 1% of 370,000 active | AID 652126;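 active = activation above the mean over all tested compounds plus 3 SD, cut at about 0.9% in these data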;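 note: 0% = DMSO-only wells and 100% = 3 µM delta7-dafachronic acid wells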
DAX1 inh-2 = inhibits human nuclear receptor DAX1. P51843. HEK293 Gal4-DAX1 luciferase reporter, luminescence. inhibition, % at 6.75 µM. 0.99% of 340,000 active. AID 504766;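 active = inhibition above the mean over all tested compounds plus 3 SD, cut at about 4.2% in these data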;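 note: 0% = DAX1-transfected cells with DMSO and 100% = empty-vector control cells with DMSO; inhibition shows as a rise in luminescence from relieved DAX1 repression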
Target sequence (P51843 207-470 limits assumed): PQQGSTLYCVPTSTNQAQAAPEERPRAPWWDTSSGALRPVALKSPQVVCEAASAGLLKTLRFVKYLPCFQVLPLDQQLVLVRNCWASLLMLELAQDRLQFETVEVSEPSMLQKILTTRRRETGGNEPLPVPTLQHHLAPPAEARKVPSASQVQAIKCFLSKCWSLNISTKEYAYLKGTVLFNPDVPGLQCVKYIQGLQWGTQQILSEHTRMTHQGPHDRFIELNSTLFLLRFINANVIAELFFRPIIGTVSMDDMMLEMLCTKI
proKLK7 act = proKLK7 (human) activation, primary screen | P49862 | purified proKLK7, EDANS-DABCYL substrate fluorescence; 100% is mature enzyme control, 0% vehicle | activation, % at 7 µM | 0.9% of 370,000 active | AID 652039;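 active = activation above the mean of all tested compounds plus 3 SD, computed per campaign excluding outliers beyond control limits, cut at about 13% in these data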
Target sequence (P49862 whole entry, looked up): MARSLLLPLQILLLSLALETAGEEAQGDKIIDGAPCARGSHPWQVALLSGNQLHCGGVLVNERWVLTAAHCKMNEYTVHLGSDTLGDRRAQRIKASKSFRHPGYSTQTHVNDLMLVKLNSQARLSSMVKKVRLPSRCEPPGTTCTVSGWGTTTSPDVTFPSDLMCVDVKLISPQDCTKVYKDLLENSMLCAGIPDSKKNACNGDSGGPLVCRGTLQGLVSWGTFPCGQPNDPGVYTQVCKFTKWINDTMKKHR
hcDAF-12 act = activators of H. contortus DAF-12 nuclear receptor. HEK293 hcDAF-12 lit1-tk-luc reporter, luminescence; 0% DMSO, 100% Δ7-dafachronic acid. 1.4% of 370,000 active. activation, % at 6.8 µM;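 active = activation above the mean of all tested compounds plus 3 SD, cut at about 5.5% in these data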;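 note: 100% = response to 3 µM Δ7-dafachronic acid high control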
* hit, by the source's call; / = not tested or not shown.

SMILES	SMARCA2 act	hgDAF-12 ag	sPLA2-III inh	DAX1 inh-1	NPR2 activator	GAA850 FXN act	GC-A act	ssDAF12 agonist	DAX1 inh-2	proKLK7 act	hcDAF-12 act
Cc1cc(-c2ccccc2)c(C#N)c(SCC(N)=O)n1	0	0.8	18	-1.2	-1	0.0	2	-1.2	-0.5	-0.1	-0.3
COc1ccc(NC(=O)Oc2ccccc2)cc1Cl	0	-0.8	6	0.9	0	0.8	5	-1.4	2.2	-0.1	-2.0
O=C(Nc1cccc(Cl)c1)c1cc([N+](=O)[O-])ccc1N1CCN(CCO)CC1	-1	0.6	3	0.1	0	-0.6	-5	0.3	-0.2	-0.2	0.1
CCOc1ccc(N2CC(O)Cn3c2nc2c3c(=O)n(CCCc3ccccc3)c(=O)n2C)cc1 (stereo not given)	0	0.6	-3	-0.2	1	-2.0	-8	-0.8	-0.8	0.2	-1.5
C/C(=N\NC(=O)c1cccnc1)c1cccc([N+](=O)[O-])c1	6	2.2	-2	0.4	-3	2.3	-5	-1.1	0.0	-0.2	0.3
CCc1ccc(C(=O)Nc2cc(C)on2)o1	2	7.7	-1	0.9	1	-0.6	2	-0.4	0.7	0.1	1.5
Cc1cc(-c2nnc(-c3cccc(C(F)(F)F)c3)o2)no1	6	4.7	-4	0.7	3	1.4	8	-0.9	3.1	-0.3	1.2
COc1cc(Cl)c(S(=O)(=O)NCCCn2ccnc2)cc1Cl	-3	-0.6	-4	-0.3	4	1.3	-2	-2.0	1.0	-0.4	-1.8
Cc1nc2ccccc2c2oc(C(=O)N3CCCC(C)C3)cc12 (stereo not given)	-1	-2.7	0	-1.7	7	2.2	6	-1.4	-0.4	0.2	-3.0
O=C(c1cc(S(=O)(=O)N2CCCCC2)ccc1Cl)N1CCOCC1	-2	0.4	1	-0.2	6	2.3	2	-0.9	-0.1	0.1	-1.5
O=C(CCCOc1ccc(Cl)cc1)NCCc1ccccc1	-1	-2.4	1	-0.1	-1	1.6	4	-1.4	1.3	0.4	-1.0
CCOC(=O)c1sc2cccc(Cl)c2c1N	-1	-0.4	5	-0.6	-2	-1.7	-2	-0.8	-0.1	-1.4	-0.2
Cc1nnc(NC(=O)CSc2nccn2-c2ccc(F)cc2)s1	-1	-1.8	-1	-1.1	-1	0.4	-5	-1.9	-0.9	0.2	-0.9
N#Cc1ccc(-c2ccc(OCC(=O)NN=Cc3ccncc3)cc2)cc1	-3	0.5	5	-3.5	-4	-0.9	6	-1.8	-1.4	0.1	-0.3
O=C(Cc1ccccc1)Nc1ccc(NC(=O)c2cccs2)c(Cl)c1	-2	-0.7	-13	-0.1	6	1.6	4	-1.7	-1.0	0.0	-2.4
Cc1ccccc1CC(=O)Nc1nnc(-c2cccnc2)s1	-2	3.6	2	1.0	-5	/	-1	-1.6	/	-0.8	-0.8
C=CCOc1ccc(/C=C2/C(=O)ON=C2C)cc1OCC	-1	-0.5	5	-0.4	19	1.0	41*	-1.1	0.8	-0.1	-0.1
O=C(CC1CCC1)Nc1cccc2c([N+](=O)[O-])cccc12	-3	-2.2	8	-0.7	0	0.2	-2	-1.7	/	0.1	-1.4
CCOC(=O)C(=O)Nc1nnc(Cc2ccc(OC)c(OC)c2)s1	-2	2.3	4	0.7	-3	0.4	0	-0.9	3.0	0.3	-0.5
Cc1c(NC(=O)COC(=O)c2ccc(S(=O)(=O)N3CCOCC3)cc2)c(=O)n(-c2ccccc2)n1C	-3	0.3	4	0.3	4	1.6	-1	-1.6	0.0	-0.4	-2.7
COc1cc(C(=O)N(C)CC(=O)Nc2cccc(F)c2)ccc1OCc1ccccc1	0	-1.3	-6	1.2	-1	1.4	0	-0.9	-0.1	-0.1	0.6
Cc1cc(/C(N)=N/OC(=O)c2ccc(Cl)cc2)no1	4	11*	-2	2.2	1	3.5	5	0.0	/	0.5	3.6
COc1ccc(NC(=O)CC(C)C)c(OC)c1	-2	-0.4	-1	0.2	2	-0.7	3	-0.8	0.0	0.6	1.2
COc1ccccc1OCC(=O)NCC1CCCN(C(=O)c2ccccc2C(C)=O)C1 (stereo not given)	-1	1.1	-1	-1.0	-1	-2.1	2	-0.7	1.1	-0.3	-1.7
COc1ccc(/C=C/CN2CCN(CCc3ccccc3)C(CCO)C2)cc1 (stereo not given)	-3	-2.8	-12	-0.1	-2	1.7	1	-1.0	-0.6	0.7	-0.7
CC(C)c1ccc(NC(=O)Nc2cnccn2)cc1	4	16*	0	3.1	1	1.6	1	-1.1	-0.3	0.0	0.1
N#Cc1cc(-c2ccccc2)nnc1Sc1ccc(F)cc1	2	-0.9	-2	0.8	-10	1.4	-14	-0.9	0.0	-0.1	-1.1
CN(CC(=O)Nc1ccc(F)c(F)c1F)C(=O)C1CCCCC1	-1	-0.9	13	1.7	0	0.3	-1	-0.5	0.7	0.3	-1.2
COCCn1nnnc1C(c1cc2cc(C)ccc2[nH]c1=O)N1CCN(C2CCCCC2)CC1 (stereo not given)	2	1.4	-10	0.9	0	1.4	8	-1.3	0.2	0.9	-0.8
O=C(CSc1nnc(-c2cccnc2)n1C1CCCCC1)NC1CCCC1	-1	-4.6	-2	0.5	1	0.5	4	-1.8	1.0	0.8	-0.7
CCOc1ccc2nc(NC(=O)CCC(=O)c3cccs3)sc2c1	7	13*	-1	1.4	-5	3.5	-8	-0.2	3.0	-0.4	4.7
Cc1cccc(CSc2nnc(Cn3c(=O)sc4ccccc43)n2C)c1	1	1.2	4	0.4	-12	-0.3	-12	-0.4	-0.6	0.3	4.6
Cc1cccc(NS(=O)(=O)c2ccc(S(=O)(=O)N3CCCC3)cc2)c1	0	-5.1	-20	0.4	-4	-1.9	-1	-1.3	0.4	0.6	-0.9
Cc1cccc(NS(=O)(=O)c2ccc3[nH]c(=O)[nH]c3c2)c1C	-1	-0.8	-5	0.0	6	0.0	-1	-1.0	0.1	0.3	-2.8
O=C(Nc1nccs1)C1(C(=O)C2CC2)CC(c2ccccn2)=NO1 (stereo not given)	2	6.4	0	1.0	-2	/	3	1.0*	/	-0.2	3.0
CCc1ccc2nc(NC(=O)C3CCN(c4ncnc5sc(C)c(C)c45)CC3)sc2c1	5	5.3	2	1.2	-5	4.5	-2	-0.4	1.4	0.3	2.2
C=C(C)c1cccc(C(C)(C)NC(=O)Nc2cc(C)ccn2)c1	0	5.0	-11	0.6	0	-1.2	-4	0.1	-1.5	-0.5	3.2
Cc1ccc(C(=O)NC(=S)N2CCCC2)cc1	1	-0.6	6	-1.1	6	-0.9	1	-1.1	0.0	-0.2	-0.1
CCOc1ccccc1-c1cc(NC)ncn1	1	-1.9	0	0.0	1	-0.3	2	-0.5	/	0.6	-1.6
COc1cc(CCC(=O)N2CCN(c3cccc(C)c3C)CC2)cc(OC)c1OC	-2	-4.3	-6	-1.3	-2	-0.9	-12	-1.9	-2.5	0.2	-4.0
Cc1ccc(C)c(OCCC(=O)OCC(=O)Nc2ccc(N3CCOCC3)cc2)c1	-1	2.8	1	-0.5	-6	-2.0	1	-0.4	0.7	0.2	-0.5
Cc1noc(/C=C/N(C)C)c1S(=O)(=O)N1CCCC(C(=O)NCc2ccccc2Cl)C1 (stereo not given)	-2	-0.9	4	-0.2	0	-1.9	3	-1.1	2.0	-1.9	-0.4
O=C(COc1ccc(Br)cc1F)NC1CC1	1	2.8	-4	-0.3	-2	2.0	1	-0.4	-0.3	0.2	2.0
O=C(O)CCCC(=O)N1CCc2cc(S(=O)(=O)N3CCc4ccccc43)ccc21	0	-1.0	-5	0.9	-4	0.2	0	-0.3	0.6	0.2	4.6
COc1ccc(/C=C/C(=O)N(C)CC(=O)Nc2cccc(F)c2)cc1S(=O)(=O)N1CCCCC1	2	-2.1	-11	-2.3	-2	-4.8	-3	-1.5	-0.2	-0.2	-0.9

Record cards, from the list above.
Listed for `Cc1ccc(C)c(OCCC(=O)OCC(=O)Nc2ccc(N3CCOCC3)cc2)c1` : SMARCA2 act = -1; hgDAF-12 ag = 2.8; sPLA2-III inh = 1; DAX1 inh-1 = -0.5; NPR2 activator = -6; GAA850 FXN act = -2.0; GC-A act = 1; ssDAF12 agonist = -0.4; DAX1 inh-2 = 0.7; proKLK7 act = 0.2; hcDAF-12 act = -0.5
Listed for `O=C(O)CCCC(=O)N1CCc2cc(S(=O)(=O)N3CCc4ccccc43)ccc21` : SMARCA2 act = 0; hgDAF-12 ag = -1.0; sPLA2-III inh = -5; DAX1 inh-1 = 0.9; NPR2 activator = -4; GAA850 FXN act = 0.2; GC-A act = 0; ssDAF12 agonist = -0.3; DAX1 inh-2 = 0.6; proKLK7 act = 0.2; hcDAF-12 act = 4.6

The results go on:
SMILES	SMARCA2 act	hgDAF-12 ag	sPLA2-III inh	DAX1 inh-1	NPR2 activator	GAA850 FXN act	GC-A act	ssDAF12 agonist	DAX1 inh-2	proKLK7 act	hcDAF-12 act
O=C(CSC(=S)N1CCCCC1)Nc1nc(-c2ccccc2)c(-c2ccccc2)o1	0	0.2	3	0.0	-6	-0.5	-4	-1.4	0.8	0.8	-0.4
NC1=NC(=O)/C(=C/c2ccsc2)S1	-2	0.9	4	0.0	-3	-0.2	5	-1.9	1.4	1.0	3.2
CC(CC(=O)NC1CCCCC1)S(=O)(=O)c1ccc2c(c1)NC(=O)CO2 (stereo not given)	-1	-0.6	-2	0.6	0	-2.8	3	-1.0	1.6	0.1	-1.9
Cc1cc(N2CCCc3ccccc32)n2ncnc2n1	0	0.1	0	-0.8	-2	1.0	3	-0.5	2.2	1.1	0.6
O=C1CCc2ccccc2N1Cc1ccccc1	-2	-2.0	-3	0.0	-2	-0.1	2	-1.0	0.4	-0.2	-1.2
O=C(COC(=O)CSc1ccccc1)Nc1ccc(F)cc1F	5	-1.6	-9	0.4	1	-2.2	-3	-1.3	-1.5	0.1	0.1
Cc1ccc(C)c(S(=O)(=O)c2c(C)cc(C)[nH]c2=O)c1	-1	-1.4	1	-0.5	3	-0.1	-1	-0.7	0.8	0.4	-2.7
CC1CCN(C(=O)c2ncn3c2c(=O)[nH]c2ccc(Br)cc23)CC1	-1	3.6	4	0.7	5	-3.4	5	-0.6	0.7	-0.5	1.3
COC(=O)c1ccc(C2C(C(=O)Nc3ccccc3C)=C(C)Nc3ncnn32)cc1 (stereo not given)	1	-0.2	0	-0.3	0	0.8	-1	-0.9	0.3	-0.3	0.8
CC1(C)CC(=O)C=C(Nc2ccc(Cl)c(Br)c2)C1	-2	-2.1	-3	0.0	-4	2.2	-6	-1.4	-0.9	-0.1	0.4
Oc1ccc(Cl)cc1CNCc1ccc(F)c(F)c1	2	-0.7	6	-0.2	-7	1.4	-1	-1.3	1.0	0.4	2.1
O=C(N/N=C/c1c(F)cccc1Cl)C(=O)N1CCCCCC1	4	3.7	-6	-2.7	3	2.3	0	-0.8	-0.2	0.9	-0.7
Cc1csc(C(C#N)C(=O)c2ccncc2)n1 (stereo not given)	-3	0.3	8	-0.8	5	1.1	2	-0.5	0.5	0.1	0.9
Cc1ccccc1-c1ccc(C=Nc2c(C)n(C)n(-c3ccccc3)c2=O)o1	-3	1.3	10	0.1	-4	1.9	4	-1.1	0.0	0.1	-1.1
